# Polio RdRp inh – poliovirus RNA polymerase inhibition; poliovirus polymerase elongation, fluorescence polarization; stronger effect = lower value; % elongation, % (compound at 16.7 µg/mL); 0.66% of 150,000 active; in the data active = % elongation below about 90%; also: some results filed as inactive read as strong as hits
# Target sequence (P03300 1749-2209 limits assumed): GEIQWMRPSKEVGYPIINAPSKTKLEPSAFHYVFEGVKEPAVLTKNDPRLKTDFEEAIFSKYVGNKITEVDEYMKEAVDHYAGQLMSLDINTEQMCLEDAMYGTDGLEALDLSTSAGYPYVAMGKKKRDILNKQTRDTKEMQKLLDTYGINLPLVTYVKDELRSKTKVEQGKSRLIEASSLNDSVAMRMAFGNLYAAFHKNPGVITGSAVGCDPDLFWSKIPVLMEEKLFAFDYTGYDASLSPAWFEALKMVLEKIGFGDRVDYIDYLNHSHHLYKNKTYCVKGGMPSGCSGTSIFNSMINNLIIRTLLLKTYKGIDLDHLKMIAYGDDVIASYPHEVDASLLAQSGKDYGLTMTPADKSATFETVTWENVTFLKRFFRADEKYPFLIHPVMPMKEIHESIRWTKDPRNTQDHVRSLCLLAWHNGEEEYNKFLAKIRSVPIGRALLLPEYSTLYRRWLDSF
# Polio RdRp inh FP z-score – recorded beside Polio RdRp inh, whose call it bears; z-score; measured here: FP z-score; hits read low
# The depositor's hits bear a star. Only part of the results is shown; rates above refer to the full screens.
SMILES,Polio RdRp inh,Polio RdRp inh FP z-score
COc1ccccc1-n1c(/C=C/c2ccccc2)nc2ccccc2c1=O,104.0,-0.8
O=C(C1CC2CCCN2C12C(=O)Nc1ccccc12)N1CCN(c2ccccc2)CC1 (stereo unspecified),100.0,-0.8
COc1ccc(C2Nc3ccccc3C(=O)N2c2ccccc2)cc1 (stereo unspecified),103.0,0.4
O=c1[nH]c(=O)n(Cc2ccccc2)c2ncn(Cc3ccco3)c12,107.0,1.1
O=C(O)c1nn2cccnc2c1Cl,100.0,-0.5
CNS(=O)(=O)c1ccc2nc(N)sc2c1,95.0,-2.4
COC(=O)CNc1c(F)c(F)nc(F)c1F,104.0,0.5
COC(=O)c1c(NC(=O)CN2CCC3(CC2)OCCO3)sc2c1CCCC2,101.0,-0.6
CC1CCN(S(=O)(=O)c2ccc(N3CCCCS3(=O)=O)cc2)CC1,96.0,-1.4
O=C(Cc1ccc(NC(=O)N2CCSc3ncccc32)cc1)NCCc1ccccc1,99.0,-1.1
CCN(CC(=O)Nc1ccc(C#N)cc1)C1CCCCC1,103.0,0.2
CC(=O)Nc1ccc(NCc2cccs2)cc1,104.0,0.6
N#CC1(NC(=O)CSc2nnc3ccccn23)CCCCC1,104.0,0.2
CCOC(=O)C1CCN(C(=O)Cn2ncc3c([nH]c4ccc(C)cc43)c2=O)CC1,108.0,0.3
COc1ccc(Nc2cc(C(=O)O)c3ccccc3n2)cc1,102.0,0.8
O=C(Cn1c(=O)oc2ccccc21)NC(=O)NC1CCCC1,95.0,-1.4
Cc1ccc(C(=O)NN2CCc3cc4ccc(C)cc4nc32)cc1,99.0,-0.9
CCn1c(Oc2ccc(F)cc2F)nc2c1c(=O)n(C)c(=O)n2C,107.0,0.5
COc1cccc(N2CCc3c(C)nc4ccc(Cl)cc4c32)c1,98.0,-0.4
COc1ccc(Cl)cc1NC(=O)c1c(NCc2sccc2C)sc2c1CCCC2,70.0*,-6.1*
CCC1CCCCN1C(=O)CN1C(=O)c2ccccc2S1(=O)=O (stereo unspecified),102.0,0.1
CCCCc1ccc(NCc2nc(-c3ccc(C)cc3)no2)cc1,100.0,-0.4
CCn1cc(C(=O)N2CCCCC2)c(=O)c2cc(S(=O)(=O)N3CCCC3)ccc21,104.0,0.8
CCC1CN(C(=O)NCc2ccccc2)c2cc(Cl)ccc2O1 (stereo unspecified),113.0,1.1
Cc1ccc(S(=O)(=O)N2CCC(=O)c3ccccc32)cc1,99.0,-0.5
CCCC[C@@H](C)/C=C(C)/C=C(\C)C(=O)NC1=C[C@@](O)(/C=C/C=C/C=C/C(=O)NC2=C(O)CCC2=O)[C@@H]2O[C@@H]2C1=O,103.0,0.3
CC1CCN(S(=O)(=O)c2ccc3[nH]c4c(c3c2)CCCC4)CC1,104.0,1.2
CCc1ccc(-n2nc(C)c3c(C(=O)NCCc4ccc(OC)c(OC)c4)cc(C)nc32)cc1,112.0,0.9
O=C(Nc1ccccc1)C(C(F)(F)F)C(F)(F)F,100.0,-0.1
Nc1nc(CSc2nnc(C3CC3)n2C2CC2)nc(Nc2ccccc2)n1,99.0,-0.4
Cc1nc(N2CCCC2)ncc1C(=O)N1CCN(c2ccc(Cl)cc2)CC1,115.0,1.4
COc1ccc(NS(=O)(=O)c2ccc3nc(-c4ccccc4)[nH]c3c2)cc1,112.0,1.1
CCn1c(=O)c(=O)[nH]c2cc(S(=O)(=O)N(C)C)ccc21,105.0,0.3
COc1ccc(N2CCN(C(CNC(=O)c3ccc(OC)c(OC)c3)c3cccnc3)CC2)cc1 (stereo unspecified),106.0,-0.5
Cn1c(SCC(N)=O)nc2c([nH]c3ccccc32)c1=O,108.0,0.3
CC(=O)c1sc(N2C(=O)c3oc4ccccc4c(=O)c3C2c2ccc(C)cc2)nc1C (stereo unspecified),101.0,-0.5
CCn1cc(C(=O)N2CCN(c3ccccc3)CC2)c(=O)c2cc(S(=O)(=O)N3CCCC3)ccc21,106.0,0.3
c1ccc2c(c1)nc(N1CCCC1)c1nncn12,102.0,0.3
CC(=O)NCc1ccc(C2CCCCC2)cc1,103.0,0.2
Cc1nc(-c2ccccc2)sc1C(=O)NCC1CCCO1 (stereo unspecified),101.0,-0.6
CCNc1nnc(-c2ccccc2OC)s1,101.0,-0.4
COc1ccc(CCNC(=O)CCCCn2c(=O)c3ccccc3n(Cc3ccc(F)cc3Cl)c2=O)cc1OC,107.0,0.4
S=C(Nc1ccccn1)NC1CC2CCC1C2 (stereo unspecified),105.0,-0.8
CCOc1ccccc1NC(=O)C(=O)c1cc(C)n(-c2ccc(F)cc2)c1C,117.0,0.6
CCOC(=O)c1ccc(NC(=O)c2cc3c(n(-c4ccc(C)cc4)c2=O)CC(C)(C)CC3=O)cc1,109.0,-0.3
CCOC(=O)C(Cc1ccccc1)NC(=O)CCc1c(C)nc2c(c(C)nn2-c2ccc(C)c(C)c2)c1C (stereo unspecified),109.0,0.7
Cc1cc2ncn(CCc3ccccc3)c2cc1C,103.0,1.4
Cc1c(C(=O)O)oc2ccc3nc(N(C)C)sc3c12,103.0,0.3
CC1=NN(C(=O)COc2ccccc2C)C(O)(c2ccc(Cl)cc2)C1 (stereo unspecified),100.0,-0.1
CC(CC(=O)Nc1ccc(Br)cc1F)S(=O)(=O)c1ccc2c(c1)NC(=O)CO2 (stereo unspecified),104.0,-0.3
Cc1cccc2c(C(=O)O)cc(-c3cccnc3)nc12,101.0,-0.1
CCC(NS(=O)(=O)c1c(C)[nH]c(=O)[nH]c1=O)C12CC3CC(CC(C3)C1)C2 (stereo unspecified),100.0,-0.7
CC1=C(c2ccc(C)c(C)c2)S(=O)(=O)N=C1N1CCC(C(=O)Nc2cccc(F)c2)CC1,110.0,0.4
CC(=O)N1CCC(C(=O)OCC#N)(c2ccccc2)CC1,105.0,0.3
Cc1c(C(=O)NCC(C)C)oc2c1ccc1ccccc12,115.0,1.8
CC(=O)c1ccc(NC(=O)C2CCN(S(=O)(=O)c3c(C)noc3/C=C/c3ccc(C)cc3)CC2)cc1,103.0,-0.6
O=C(c1ccccc1)N(Cc1ccco1)CC(O)Cn1c2ccccc2c2ccccc21 (stereo unspecified),106.0,1.2
CCOc1ccc(OCCN2C(=O)NC(Cc3c[nH]c4ccccc34)C2=O)cc1 (stereo unspecified),110.0,0.4
CS(=O)(=O)Nc1ccc(Br)cc1,105.0,0.3
COc1ccc(N2CC(NC(=O)NCC3CCCO3)CC2=O)cc1OC (stereo unspecified),105.0,1.1

# Profiles from above. Order of values: Polio RdRp inh | Polio RdRp inh FP z-score
# CCOc1ccc(OCCN2C(=O)NC(Cc3c[nH]c4ccccc34)C2=O)cc1 (stereo unspecified) across the screens: 110.0 | 0.4
# Cc1c(C(=O)NCC(C)C)oc2c1ccc1ccccc12 across the screens: 115.0 | 1.8

# Later entries:
SMILES,Polio RdRp inh,Polio RdRp inh FP z-score
CCC(=O)NC1CC2C(=O)Nc3c(C)cccc3C2OC1=O (stereo unspecified),126.0,2.2
CCN(C(=O)CSc1nc2ccccc2nc1Cc1cccc(OC)c1)c1cccc(C)c1,111.0,1.1
COc1cc(C(=O)N2CCN(CCc3ccncc3)CC2)cc(OC)c1OC,108.0,0.1
CCOC(=O)c1cnc2nc(NCc3cccc(Br)c3)[nH]n2c1=O,114.0,-0.1
Cc1sc2nc(CSC(C)C(=O)OCn3nnc4ccccc4c3=O)[nH]c(=O)c2c1C (stereo unspecified),108.0,0.7
Cc1ccc2nc(NC(=O)/C=C/c3ccccc3)sc2c1,102.0,-0.3
Cc1cc(C)n2nc(C(=O)Nc3cccnc3)cc2n1,101.0,-0.2
CCN(CC)C(=O)CSc1nc(N)c(C(=O)Nc2ccc(OC)cc2)s1,100.0,-0.5
O=C(Nc1ccc(F)cc1)c1nc(SCc2ccccc2F)ncc1Cl,101.0,-0.9
Cc1ccc(NC(=O)N(Cc2ccc3c(c2)OCO3)C2CCN(Cc3ccccc3)CC2)cc1F,109.0,-0.1
NC(=O)C1CCCN1C(=O)CCC(=O)O (stereo unspecified),103.0,0.3
COc1c(Cl)cnn(-c2cccc(C)c2)c1=O,100.0,0.1
Cc1nc2ccc(S(=O)(=O)NC(CC(C)C)C(=O)NC3CCCCCC3)cc2s1 (stereo unspecified),102.0,-0.1
O=S1(=O)N=CNc2ccc(S(=O)(=O)NCc3ccccc3)cc21,101.0,-0.7
O=c1[nH]c(Nc2ccc3c(c2)OCO3)nnc1Cc1ccc(F)cc1,103.0,0.2
COc1cc(C(=O)NCC(c2ccc(N(C)C)cc2)N2CCCC2)cc(OC)c1OC (stereo unspecified),104.0,-0.3
O=C(NCCc1ccccc1)C(=O)NCC(c1cccnc1)N1CCN(c2ccccc2F)CC1 (stereo unspecified),101.0,-1.7
Nc1ccc(C(=O)NCC2CCCN3CCCCC23)cc1 (stereo unspecified),108.0,0.6
COC(=O)c1ccc(CSc2nc3ccccc3o2)cc1,102.0,0.2
O=C(COc1ccccc1)Nc1sc2c(c1C(=O)Nc1ccccc1)CCCCC2,106.0,0.4
NC(=O)C1CCN(C(=O)Cc2ccc(-c3ccccc3)cc2)CC1,101.0,-0.1
Cc1ccc2c(c1)N(CC(=O)N1CCCc3ccccc31)C(=O)CO2,105.0,1.1
CCCCNC(=O)C1CCN(S(=O)(=O)c2cc(Br)cc3c2N(C(=O)CC)CC3)CC1,107.0,0.4
Cc1nc2c(=O)[nH]c(=O)n(C)c2nc1C,101.0,0.2
COCCCN=C1NN=C(c2ccc(C)c(C)c2)CS1,111.0,0.9
COc1ccccc1NC(=O)c1c(C)nn(-c2ccccc2)c1Cl,99.0,-0.7
CCn1c(O)c(C=Nc2cccc(O)c2)sc1=S,75.0,-6.7
COC(=O)C(=C/C=C/N1CCCCC1)C(=O)OC,102.0,-0.1
Cc1cc(NCCCN2CCOCC2)nc(-c2ccccc2O)n1,103.0,0.2
Cc1nc(N2CCOCC2)c2c(C(=O)NCc3cccc(Cl)c3)c(C)oc2n1,106.0,-0.2
CCOC(=O)C1C(=O)C=C(c2ccc(F)cc2)CC1c1ccc(CC)cc1 (stereo unspecified),103.0,0.5
CCC1=NN(C(=O)C(C)C)C(O)(c2ccc(Br)cc2)C1 (stereo unspecified),103.0,0.6
CC(C)n1nc(C(=O)Oc2ccc3c(c2)OCO3)c2ccccc2c1=O,106.0,0.4
CSc1c2ccccc2cc[n+]1C,102.0,0
CCCCC(CC)CNC(=O)c1ccc(Cn2c(=O)[nH]c3cc(OC)c(OC)cc3c2=O)cc1 (stereo unspecified),108.0,0.8
O=C(NCCCN1CCCCC1)c1ccc2nc(N3CCCCC3)sc2c1,103.0,0.2
Cc1ccc2oc(-c3ccccc3)cc(=NCCN3CCOCC3)c2c1,99.0,-0.6
CC(Sc1nnc(N)s1)C(=O)Nc1nccs1 (stereo unspecified),104.0,0.9
CC(Sc1nnc(-c2cccs2)n1-c1ccccc1)C(=O)NCc1ccc2c(c1)OCO2 (stereo unspecified),98.0,-0.8
COc1ccc(-n2ncc3c2ncn2nc(-c4ccccc4)nc32)cc1,100.0,-0.8
CCOc1ccc(/C=N/C2=C(C#N)C3CCCCC3S2)cc1OC (stereo unspecified),103.0,0.2
Cc1cc2cc(CNC(=O)Nc3cccc(Cl)c3)ccc2n1C,102.0,0.2
Cc1noc(C)c1C(=O)Oc1ccc(-c2n[nH]nc2C#N)cc1,101.0,-0.4
CCCOc1cccc(NC(=O)c2occc2C)c1,97.0,-0.8
O=C(COC(=O)C1CC(=O)N(Cc2ccccc2)C1)Nc1ccc(SC(F)F)cc1 (stereo unspecified),103.0,-0.2
Cc1ccc(CS(=O)Cc2ccc(C(=O)NCc3ccccc3)o2)cc1 (stereo unspecified),102.0,0.5
CC(=O)c1cccc(NC(=O)Cn2c(=O)oc3cc(S(=O)(=O)NC4CCCC4)ccc32)c1,104.0,-0.1
CCOC1CC(C)(C)NC(=S)N1 (stereo unspecified),104.0,0.3
O=C(c1ccc(N2CCCC2=O)cc1)N1CCCC1,104.0,1.2
COc1ccccc1NC(=O)Cn1c(=O)n(Cc2ccccc2)c(=O)c2sc3ccccc3c21,103.0,-0.9
COCC(C)N1CC(C(=O)O)CC1=O (stereo unspecified),101.0,-0.5
COc1cccc2c1Oc1ncccc1N(c1ccc(C(=O)NCCN(C)C)s1)C2,101.0,0.1
CC(C)CC(=O)Nc1ccc2nc(SCc3cc(=O)n4ccsc4n3)sc2c1,99.0,-0.7
CC(=O)OC1CC(C)(C)N(C(C)=O)C(C)(C)C1,101.0,0.3
C=C(C)C1CC=C(C)/C(=N\NC(=O)c2ccc(O)cc2)C1 (stereo unspecified),102.0,0
CN(C)S(=O)(=O)c1ccc(C(=O)Nc2c3c(nn2-c2ccccc2)CSC3)cc1,101.0,0.3
Fc1ccc(-n2ncc3c(Nc4ccc(Oc5ccc(Cl)cc5)cc4)ncnc32)cc1,111.0,0.7
Cc1sc2nc(CCl)[nH]c(=O)c2c1-c1ccccc1,89.0*,-3.1*
O=C(CCc1c[nH]c2ccccc12)OCN1C(=O)c2ccccc2C1=O,101.0,-0.2

# Structural class: the entries above containing a Cl atom.
SMILES,Polio RdRp inh,Polio RdRp inh FP z-score
O=C(O)c1nn2cccnc2c1Cl,100.0,-0.5
COc1cccc(N2CCc3c(C)nc4ccc(Cl)cc4c32)c1,98.0,-0.4
COc1ccc(Cl)cc1NC(=O)c1c(NCc2sccc2C)sc2c1CCCC2,70.0*,-6.1*
CCC1CN(C(=O)NCc2ccccc2)c2cc(Cl)ccc2O1 (stereo unspecified),113.0,1.1
Cc1nc(N2CCCC2)ncc1C(=O)N1CCN(c2ccc(Cl)cc2)CC1,115.0,1.4
COc1ccc(CCNC(=O)CCCCn2c(=O)c3ccccc3n(Cc3ccc(F)cc3Cl)c2=O)cc1OC,107.0,0.4
CC1=NN(C(=O)COc2ccccc2C)C(O)(c2ccc(Cl)cc2)C1 (stereo unspecified),100.0,-0.1
O=C(Nc1ccc(F)cc1)c1nc(SCc2ccccc2F)ncc1Cl,101.0,-0.9
COc1c(Cl)cnn(-c2cccc(C)c2)c1=O,100.0,0.1
COc1ccccc1NC(=O)c1c(C)nn(-c2ccccc2)c1Cl,99.0,-0.7
Cc1nc(N2CCOCC2)c2c(C(=O)NCc3cccc(Cl)c3)c(C)oc2n1,106.0,-0.2
Cc1cc2cc(CNC(=O)Nc3cccc(Cl)c3)ccc2n1C,102.0,0.2
Fc1ccc(-n2ncc3c(Nc4ccc(Oc5ccc(Cl)cc5)cc4)ncnc32)cc1,111.0,0.7
Cc1sc2nc(CCl)[nH]c(=O)c2c1-c1ccccc1,89.0*,-3.1*
